NR2F2 inh: NR2F2 transcriptional activity inhibitors, primary screen, cell-based, luciferase reporter, HEK293T, luminescence; 0.7% of 370,000 active; AID 686940, 2013; inhibition, % at 8.6 µM; HEK293T NGFI-A luciferase reporter; COUP transcription factor 2 (Homo sapiens), P24468;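 active = inhibition above a per-plate cutoff, mean inhibition of test wells between control levels plus 3 SD, cut at about 38% in these data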;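 note: cells cotransfected with COUP-TFII expression vector driving the NGFI-A reporter; 0% = median of COUP-TF2 test wells and 100% = reporter-only cells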
Target sequence (P24468 whole entry, looked up): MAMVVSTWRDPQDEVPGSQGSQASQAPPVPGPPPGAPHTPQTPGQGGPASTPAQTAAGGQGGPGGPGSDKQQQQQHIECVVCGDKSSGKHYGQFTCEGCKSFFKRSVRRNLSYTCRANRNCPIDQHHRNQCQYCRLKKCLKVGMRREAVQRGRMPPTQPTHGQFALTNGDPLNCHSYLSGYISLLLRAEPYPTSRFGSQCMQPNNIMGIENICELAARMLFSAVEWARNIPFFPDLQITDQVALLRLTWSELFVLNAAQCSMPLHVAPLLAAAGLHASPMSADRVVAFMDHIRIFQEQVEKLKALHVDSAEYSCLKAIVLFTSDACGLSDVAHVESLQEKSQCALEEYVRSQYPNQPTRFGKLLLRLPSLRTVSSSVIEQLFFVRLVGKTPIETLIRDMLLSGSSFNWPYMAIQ
CF NFkB inh: inhibitors of PAF-induced NF-kB signaling, primary screen, cell-based, GFP fluorescence, uHTS; KKLEB NF-kB-GFP reporter, GFP fluorescence overnight; inhibition, % at 5 µM; 0.86% of 360,000 active;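 active = at least 50% inhibition at 5 µM, scaled per plate between neutral and stimulator controls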;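 note: PAF is a Pseudomonas aeruginosa culture filtrate used as stimulus; plate controls were PAF-stimulated DMSO wells for no effect and unstimulated DMSO wells for full effect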
LRH-1 inv ag: LRH-1 (NR5A2) inverse agonists, primary screen, cell-based, luminescence, HEK293T, StAR-luciferase reporter | 0.13% of 360,000 active | LRH-1 transfected, 24 h | Nuclear receptor subfamily 5 group A member 2 (Homo sapiens), O00482 | inhibition, % at 3.6 µM;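 active = inhibition above the mean inhibition of all tested compounds plus 3 SD, cut at about 73% in these data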;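 note: 0% = DMSO wells and 100% = reporter-only cells lacking LRH-1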
Target sequence (O00482 whole entry, looked up): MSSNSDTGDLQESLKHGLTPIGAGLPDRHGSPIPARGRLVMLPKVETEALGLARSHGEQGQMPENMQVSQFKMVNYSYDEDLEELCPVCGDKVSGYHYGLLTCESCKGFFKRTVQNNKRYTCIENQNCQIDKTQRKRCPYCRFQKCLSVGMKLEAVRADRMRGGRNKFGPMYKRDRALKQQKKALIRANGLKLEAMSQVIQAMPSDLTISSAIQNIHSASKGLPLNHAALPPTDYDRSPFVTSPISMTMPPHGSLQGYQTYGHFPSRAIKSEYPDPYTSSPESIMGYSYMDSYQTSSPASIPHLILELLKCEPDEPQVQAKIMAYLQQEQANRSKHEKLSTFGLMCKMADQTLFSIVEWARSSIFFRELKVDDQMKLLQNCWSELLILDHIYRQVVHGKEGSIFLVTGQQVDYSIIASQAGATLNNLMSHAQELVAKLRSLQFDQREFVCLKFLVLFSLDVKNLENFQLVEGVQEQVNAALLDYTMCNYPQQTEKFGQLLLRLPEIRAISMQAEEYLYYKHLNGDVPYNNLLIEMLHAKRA
Shn3 3UTR inh: reduction of Shn3 3'UTR firefly luciferase signal, primary screen, Schnurri-3 inhibitor project, cell-based, Clone20 osteoblasts, set 2; Clone20 osteoblast Shn3 3'UTR firefly luciferase, 24 h; inhibition, % at 12.5 µM; 0.52% of 360,000 active;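 active = mean inhibition of at least 75% with every replicate also reaching 75%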;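 note: 0% = median of neutral control wells and 100% = pilot-screen positive control compound; some compounds past the cut are filed as inactive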
NCOA3 inh: SRC3 coactivator transcriptional activity inhibitors, primary screen, cell-based, luminescence. HEK293 GAL4-SRC3 luciferase reporter. inhibition, % at 3.6 µM. 0.17% of 360,000 active. AID 588352, 2011;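 active = inhibition above a per-campaign cutoff, the mean of all compounds plus 3 SD, cut at about 60% in these data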;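 note: 0% = DMSO-treated cells and 100% = gossypol-treated cells at 36 µM; higher means less SRC3-driven luciferase light from the GAL4 reporter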
EBV LMP1 NFkB: EBV LMP1-driven NF-kappaB luciferase reporter inhibitors, primary screen, cell-based, luminescence, single point | LMP1-induced NF-kappaB luciferase reporter cells | inhibition, % at 12.5 µM | 0.69% of 350,000 active | AID 504558, 2011; in the data active = inhibition above about 41%;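 note: 0% = neutral control wells and 100% = reference inhibitor control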
TROY signal inh: inhibitors of TROY-driven NF-kB signaling, primary screen, Q293 LMP1-TROYcd cells, NF-kB luciferase, uHTS. inhibition, % at 10 µM. AID 1347056, 2019. Q293 LMP1-TROYcd NF-kB luciferase reporter, 4 h. 0.98% of 360,000 active;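 active = compounds whose plate-normalised and pattern-corrected inhibition of the luciferase reporter signal at the single screening dose is 50% or more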
TRAIL sens C8: viability loss with TRAIL in NB7+C8 cells, primary screen, TRAIL sensitizer project, cell-based, ATPlite luminescence. inhibition (viability loss, TRAIL sensitization), % at 10 µM. 1% of 360,000 active;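 active = compounds causing at least 50% loss of cell viability in the single-dose screen, relative to plate controls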
SRC1 inh: SRC1 coactivator transcriptional activity inhibitors, primary screen, cell-based, luminescence | HEK293 GAL4-SRC1 luciferase reporter | Nuclear receptor coactivator 1 (Homo sapiens), Q15788 | AID 588354, 2011 | inhibition, % at 3.6 µM | 0.12% of 360,000 active;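 active = inhibition above the campaign mean plus 3 SD, with each screening campaign given its own cutoff, cut at about 60% in these data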;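 note: 0% = DMSO treated cells and 100% = gossypol at 36 µM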
KKLEB cytotox: cytotoxicity in KKLEB CF airway cells, primary screen, cytotoxicity control for CF NF-kB inhibitor project, cell-based, uHTS, fluorescence assay plates. KKLEB CF airway cells viability, ATPlite luminescence, overnight; active compounds read low; cells stimulated with P. aeruginosa culture filtrate. activity change (cytotoxicity), % at 5 µM. 0.36% of 360,000 active. AID 602141, 2011;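 active = corrected activity change at or below -50% at 5 µM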
TWEAK Fn14 block: inhibitors of TWEAK-Fn14 signaling, primary screen, luciferase reporter cells, uHTS. TWEAK-stimulated Fn14 reporter cells, luciferase luminescence, 8 h. inhibition, % at 10 µM. 2% of 360,000 active; in the data active = inhibition above about 50%
Numbers without * were called inactive; x = not tested or not shown; & = joins results of further samples. Some of the compounds tested, so the mix of outcomes need not match the whole.

SMILES | NR2F2 inh | CF NFkB inh | LRH-1 inv ag | Shn3 3UTR inh | NCOA3 inh | EBV LMP1 NFkB | TROY signal inh | TRAIL sens C8 | SRC1 inh | KKLEB cytotox | TWEAK Fn14 block
N#CCCN(C(=O)CSc1nc(-c2ccccc2)cn1N)c1ccc(F)cc1 | 7 | -1 | 12 | 15 | 13 | 0 | 4 | -7 | -16 | 2 | -1
O=C(CSc1nnc(COc2ccccc2F)n1-c1ccccc1)NC1CCS(=O)(=O)C1 (stereo unspecified) | 3 | 3 | 15 | 6 | 3 | -2 | -6 | -2 | 1 | -2 | -6
CN(Cc1ccc(Br)cc1)C(=O)CCN1C(=O)c2cccc([N+](=O)[O-])c2C1=O | 1 | 1 | 24 | 13 | 8 | 2 | 13 | 0 | -20 | -8 | 0
CCNc1nc(NC(C)C)nc(Oc2ccc(OCCOc3ccc(C)cc3)nn2)n1 | -16 | -21 | 13 | 8 | 16 | -11 | -8 | 9 | 4 | 5 | -10
O=C(Nc1cccc(F)c1)c1sc(Cl)nc1-c1ccccc1 | 10 | -17 | 1 | -6 | 19 | 3 | 20 | -5 | -7 | 27 | -4
C[C@@H]1NC(=O)[C@H](CCCN=C(N)N)NC(=O)c2cc([N+](=O)[O-])cc(I)c2NCCC[C@@H](C(N)=O)NC1=O | -20 | -8 | 10 | 7 | 1 | 9 | -11 | -16 | -2 | 15 | -6
Cc1ccc(C(OC(=O)c2ccco2)C(=O)NC2CCCC2)cc1 (stereo unspecified) | 9 | -7 | 17 | -8 | -9 | 2 | -14 | 11 | 2 | 9 | 7
Cc1c(C(=O)O)oc2c1C(O)CC(C)(C)C2 (stereo unspecified) | 12&-3 | -13&2 | 13&5 | -11&44 | 10&3 | -7&13 | -3&-2 | 1&-10 | -14&-8 | 2&-5 | -22&-1
O=C(C1=C(O)C(=O)N(CCN2CCOCC2)C1c1ccc([N+](=O)[O-])cc1)c1cccs1 (stereo unspecified) | x | -9 | 3 | -17 | -2 | 2 | 9 | -7 | -4 | -3 | -9
CCOC(=O)c1c(C)c(C(=O)NCCOC)c(C)n1CC | 9 | 15 | -3 | 13 | 6 | -5 | 3 | 10 | -3 | 0 | -3
CCOC(=O)c1cnc2ccccc2c1Nc1ccc(C(=O)O)cc1 | 4 | 15 | 16 | 5 | 14 | -1 | -6 | 1 | 0 | 12 | -13
COCCNC(=S)N(CCN(C)C)Cc1cc2cc3c(cc2[nH]c1=O)OCO3 | -2 | 0 | 12 | -66 | -13 | 5 | 1 | 3 | -14 | -3 | -18
CC1CC(C)(C)NC(=S)N1CCC(=O)NCc1ccc(F)cc1 (stereo unspecified) | 19 | -16 | 11 | 4 | 17 | 3 | 0 | -16 | 9 | 5 | 15
COc1ccc(C2=NCCn3nc4cc(OC)ccc4c32)cc1 | -20 | 16 | 11 | -26 | -57 | -5 | -47 | 1 | -21 | -4 | -20
CNc1c([N+](=O)[O-])cnn1-c1ccccc1Cl | -28 | 7 | -6 | -24 | -19 | -1 | -33 | 6 | -32 | -2 | -22
Cc1cc(C)nc(NC(=O)c2ccc(Cl)cc2[N+](=O)[O-])c1 | 3 | -14 | 21 | -8 | 7 | -10 | -1 | -2 | -11 | 4 | 10
COc1ccc(OC)c(C(=O)CSc2nc3cccnc3n2C)c1 | -15 | -15 | 17 | 7 | 15 | -6 | -18 | -4 | 7 | 2 | -1
CCCC(=O)CN1C(=O)C2(OCCO2)c2ccccc21 | -4 | 17 | 23 | 4 | 22 | -3 | 10 | 32 | 14 | 4 | 12
NC(=O)c1oc2ccccc2c1NC(=O)C1CCCCC1 | -8 | 6 | 21 | 8 | -38 | 0 | -1 | 3 | 0 | 4 | 17
Cc1cc(S(=O)(=O)Nc2ccc3cn[nH]c3c2)c(C)cc1Cl | -1 | -7 | -2 | 17 | 4 | -2 | 10 | -17 | -8 | -8 | 19
Cc1cccc(NC(=S)NNC(=O)c2csc3c2CCCC3)c1 | -40 | -1 | -70 | -23 | -43 | -2 | 6 | 44 | -59 | 10 | 0
COc1cc(NC(=O)c2cnc(N)s2)cc(C(=O)Nc2cccc(C(F)(F)F)c2)c1 | -22&-6 | 12 | -30 | -31 | -17 | 28 | -52 | 3 | -19 | -2 | -26
Cc1ccc(S(=O)(=O)N2CCN(C(=O)CSc3nnnn3C)CC2)c(C)c1 | 2 | -12 | -20 | 3 | 8 | -3 | 8 | -3 | 5 | -2 | -10
COc1ccc(C2=NN(c3nc(-c4ccccc4)c(CC(=O)O)s3)C(c3ccco3)C2)cc1 (stereo unspecified) | -11 | -4 | 0 | -1 | -4 | 7 | -5 | -2 | -6 | 11 | 22
COc1ccc(CCNS(=O)(=O)c2ccc3c(c2)NC(=O)CCS3)cc1OC | -3 | 15 | 25 | 3 | -3 | 3 | 18 | 10 | 6 | 8 | 6

2 records picked at random from the list so far:
SMILES | NR2F2 inh | CF NFkB inh | LRH-1 inv ag | Shn3 3UTR inh | NCOA3 inh | EBV LMP1 NFkB | TROY signal inh | TRAIL sens C8 | SRC1 inh | KKLEB cytotox | TWEAK Fn14 block
O=C(CSc1nnc(COc2ccccc2F)n1-c1ccccc1)NC1CCS(=O)(=O)C1 (stereo unspecified) | 3 | 3 | 15 | 6 | 3 | -2 | -6 | -2 | 1 | -2 | -6
NC(=O)c1oc2ccccc2c1NC(=O)C1CCCCC1 | -8 | 6 | 21 | 8 | -38 | 0 | -1 | 3 | 0 | 4 | 17

Following part.
SMILES | NR2F2 inh | CF NFkB inh | LRH-1 inv ag | Shn3 3UTR inh | NCOA3 inh | EBV LMP1 NFkB | TROY signal inh | TRAIL sens C8 | SRC1 inh | KKLEB cytotox | TWEAK Fn14 block
CS(=O)(=O)N1CCN(c2ccccc2NC(=O)C(c2ccccc2)c2ccccc2)CC1 | -1 | 3 | 0 | 2 | -6 | -3 | 2 | 3 | -7 | 16 | -34
CCOCCCNC(=O)C1CC(=O)N(CCc2ccccc2)C1 (stereo unspecified) | -2 | -1 | 8 | -9 | 14 | -1 | -10 | -1 | 14 | -2 | -4
Cc1ccc(S(=O)(=O)NC(=O)NN2CC3CCCC3C2)cc1 (stereo unspecified) | -4 | 14 | -6 | -6 | -15 | -7 | -20 | 2 | -15 | -7 | -7
CCc1ccccc1NC(=O)c1ccccc1N1C(=O)C2C3C=CC(C3)C2C1=O (stereo unspecified) | -3 | 7 | 1 | -6 | 2 | -5 | -23 | -13 | 1 | -4 | 19
Nc1ccc2c(c1)C(=O)c1cc(Cl)c(Cl)cc1-2 | 1 | -62 | 17 | -8 | -10 | -10 | -17 | 4 | 0 | 8 | -9
CCN1CNC(=S)N(c2cccc(C)c2C)C1 | 14 | 8 | -8 | 1 | 22 | 1 | 17 | -7 | -54 | 10 | -7
CN(Cc1cnn(C)c1)C(=O)C1CCC(=O)N(Cc2cccc(F)c2)C1 (stereo unspecified) | -14 | -3 | 5 | 12 | 0 | -6 | 2 | -5 | -7 | 5 | -22
CCNc1nc(OC)nc(SCC(N)=O)n1 | 7 | -6 | -3 | -12 | 14 | -7 | 15 | -13 | 2 | 0 | -11
N#C/C(=C\c1ccc([N+](=O)[O-])cc1)C(=O)Nc1ccccc1O | -33 | -6 | -32 | 23 | -35 | -1 | -25 | 0 | -81 | -14 | 13
COc1ccc(C(CC(=O)O)NC(=O)Nc2ccccc2)cc1OC (stereo unspecified) | 11 | -8 | -5 | -3 | 12 | 0 | -16 | -7 | -11 | -4 | 27
CC(=O)CSc1ncnc2c1oc1ccccc12 | 7 | -10 | -45 | -30 | -13 | -7 | -6 | 11 | -28 | -10 | -2
Cn1ncc(Cl)c1C(=O)N1CCN(S(=O)(=O)c2ccc(Cl)s2)CC1 | 6 | 10 | -6 | 5 | 25 | -1 | 0 | 4 | -7 | -15 | 7
CN1c2ccccc2Oc2nnc(N3CCN(Cc4ccccc4)CC3)cc21 | -44 | -50 | -45 | -51 | -20 | -9 | -47 | -2 | -54 | -6 | -42
Cc1ccc(-c2csc(/C=C3\SC(C)C(=O)N3CC(=O)Nc3ccccc3F)n2)cc1 (stereo unspecified) | 14 | 16 | 3 | x | 11 | 5 | -30 | 10 | -9 | -12 | 0
CC(C)(C)NC(=O)NC(=O)CN1C(=O)NC(c2ccccc2)(c2ccccc2)C1=O | 16 | -6 | 3 | 16 | -7 | -6 | -5 | 13 | -8 | 10 | 14
CC1(C)CC(=O)C2=C(C1)N(c1ccc(F)cc1)C(N)=C(C#N)C2c1cccs1 (stereo unspecified) | 14 | -3 | -10 | 0 | 3 | 10 | -31 | 3 | -6 | 2 | -4

Among those listed so far, these contain a thiophene ring, fused or not:
SMILES | NR2F2 inh | CF NFkB inh | LRH-1 inv ag | Shn3 3UTR inh | NCOA3 inh | EBV LMP1 NFkB | TROY signal inh | TRAIL sens C8 | SRC1 inh | KKLEB cytotox | TWEAK Fn14 block
O=C(C1=C(O)C(=O)N(CCN2CCOCC2)C1c1ccc([N+](=O)[O-])cc1)c1cccs1 (stereo unspecified) | x | -9 | 3 | -17 | -2 | 2 | 9 | -7 | -4 | -3 | -9
Cc1cccc(NC(=S)NNC(=O)c2csc3c2CCCC3)c1 | -40 | -1 | -70 | -23 | -43 | -2 | 6 | 44 | -59 | 10 | 0
Cn1ncc(Cl)c1C(=O)N1CCN(S(=O)(=O)c2ccc(Cl)s2)CC1 | 6 | 10 | -6 | 5 | 25 | -1 | 0 | 4 | -7 | -15 | 7
CC1(C)CC(=O)C2=C(C1)N(c1ccc(F)cc1)C(N)=C(C#N)C2c1cccs1 (stereo unspecified) | 14 | -3 | -10 | 0 | 3 | 10 | -31 | 3 | -6 | 2 | -4

Record cards (already shown). Values in the order: NR2F2 inh | CF NFkB inh | LRH-1 inv ag | Shn3 3UTR inh | NCOA3 inh | EBV LMP1 NFkB | TROY signal inh | TRAIL sens C8 | SRC1 inh | KKLEB cytotox | TWEAK Fn14 block
`CC(=O)CSc1ncnc2c1oc1ccccc12` is listed with 7 | -10 | -45 | -30 | -13 | -7 | -6 | 11 | -28 | -10 | -2
`CN1c2ccccc2Oc2nnc(N3CCN(Cc4ccccc4)CC3)cc21` is listed with -44 | -50 | -45 | -51 | -20 | -9 | -47 | -2 | -54 | -6 | -42
